M. tuberculosis GlmU – inhibition of mycobacterial GlmU enzyme – biochemical, glucosamine-1-phosphate acetyltransferase (AID 1376); M. tuberculosis GlmU acetyltransferase enzyme assay; higher % means a stronger effect; 0.25% of 220,000 active; inhibition, %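 (tested at 30 µM in the primary screen)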, or IC50 in µM where a hit was titrated; Bifunctional protein GlmU (Mycobacterium tuberculosis (strain ATCC 25618 / H37Rv)); in the data active = inhibition above about 13%;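 also: 0% = complete reaction with vehicle and 100% = reaction without substrate; strong numbers were not always called active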
RmlCD inh 1536 – M. tuberculosis RmlC/RmlD coupled enzyme inhibitors, primary screen, biochemical, compound mixtures, 384-well, from 1536-well plates; dTDP-4-dehydrorhamnose reductase (Mycobacterium tuberculosis (strain ATCC 25618 / H37Rv)) …; RmlC+RmlD coupled enzyme assay, percent inhibition; primary screen in compound mixtures; inhibition, % at 3.6 µM; 0.03% of 160,000 active; in the data active = inhibition mostly above about 34%, no sharp cut-off; also: some results filed as inactive read as strong as hits
Target sequence (P9WH09 whole entry, looked up): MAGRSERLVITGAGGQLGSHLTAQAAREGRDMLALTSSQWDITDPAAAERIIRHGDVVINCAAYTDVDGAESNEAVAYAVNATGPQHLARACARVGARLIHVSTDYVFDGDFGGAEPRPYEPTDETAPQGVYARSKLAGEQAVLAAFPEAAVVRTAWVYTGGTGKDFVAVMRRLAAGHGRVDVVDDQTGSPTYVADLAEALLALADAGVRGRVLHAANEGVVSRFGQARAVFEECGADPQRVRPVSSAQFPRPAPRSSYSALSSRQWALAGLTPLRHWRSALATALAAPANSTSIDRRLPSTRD
Target sequence (P9WH11 whole entry, looked up): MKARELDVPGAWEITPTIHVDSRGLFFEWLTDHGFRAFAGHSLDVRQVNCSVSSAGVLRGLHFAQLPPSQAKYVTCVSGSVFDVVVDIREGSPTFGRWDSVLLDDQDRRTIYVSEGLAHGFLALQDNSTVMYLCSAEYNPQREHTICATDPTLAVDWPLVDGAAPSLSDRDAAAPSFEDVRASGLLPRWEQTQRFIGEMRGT
Numbers without * were called inactive; . = not tested or not shown. An excerpt. The share of hits here may be higher or lower than overall.

SMILES	M. tuberculosis GlmU	RmlCD inh 1536
O=C(CCN1CCN(c2ccccc2)CC1)N/N=C/c1ccccc1OC(F)F	-10.5%	10.1
CCOC(=O)c1sc(N)c(C(=O)Nc2ccccc2OC)c1C	5.7%	4.3
Fc1ccccc1C(c1nnnn1Cc1ccc2c(c1)OCO2)N1CCN(Cc2ccccc2)CC1 (configuration not stated)	-3.3%	-3.8
Cn1nnnc1SCC(=O)NC(=O)c1cccc([N+](=O)[O-])c1	-0.8%	-3.5
Nc1nccc(-c2cc(-c3ccc(Cl)cc3Cl)no2)n1	10.7%	-4.7
CCOC(=O)N1CCN(S(=O)(=O)c2cc(OCC)ccc2OCC)CC1	-2.1%	2.3
Cn1c(=O)c2c(nc(CN3CCN(CCO)CC3)n2Cc2cccc3ccccc23)n(C)c1=O	-0.5%	.
CCN(CC)CCN1C(=O)C(O)=C(C(=O)c2ccc(C)o2)C1c1ccccn1 (configuration not stated)	1.8%	.
Cc1ccc(N=C(N)N=C(N)N)c(C)c1	-5.7%	12.6
O=c1[nH]c(=S)n(C2CC2)c(O)c1C=NCc1cccnc1	-0.7%	-6.1
O=C(OCc1ccc(Cl)cc1Cl)c1ccncc1	-2.7%	10.5
COc1ccc(NC(=O)CN(c2cc(C)cc(C)c2)S(=O)(=O)c2c(C)n[nH]c2C)cc1	-0.6%	-4.4
COC(=O)c1ccc(C(=O)OC)c(NC(=S)N2CCN(c3cc(Cl)ccc3C)CC2)c1	4.2%	.
O=C(O)c1cc(C(=O)O)cc(-c2ccc(/C=c3/sc4nc5ccccc5n4c3=O)o2)c1	34.1µM*	9.2
O=C(Nc1ccccc1N1CCOCC1)c1ccc2nc[nH]c2c1	-3.2%	4.8
C#Cc1ccc([C@H]2C=C(C(=O)N3CCN(Cc4ccc5c(c4)OCO5)CC3)O[C@@H](OCC)[C@@H]2CCCO)cc1	-1.9%	.
CSc1ccc(NC(=O)c2cccnc2)cc1C#N	-2.5%	3.1
CCc1ccc(Nc2nnc(SCC(=O)Nc3sccc3C(N)=O)s2)cc1	1.5%	-86.2
CCCOc1nc2c(c(=O)n(C)c(=O)n2C)n1C	-2.2%	12.6
Cc1ccc(-c2c[n+](Cc3ccc(Cl)cc3)c3n2CCC3)cc1	-1.0%	-13.6
Cc1cc(C)nc(NC2=NCCS2)n1	2.5%	5.6
COC(=O)C1=C(C)N(c2ccc(OC)cc2)C(C)=C(C(=O)OC)C1c1ccc(OC)cc1	2.0%	-11.3
CCN1CC2C3CCC(C)(O3)C2C1 (configuration not stated)	1.1%	-8.0
Cc1onc(-c2ccccc2)c1C(=O)Nc1ccccc1C#N	-1.0%	-5.9
CCOC(=O)N1CCC(NC(=O)c2cc(C(=O)Nc3cccc(C(F)(F)F)c3)ccc2CO)CC1	4.9%	-13.8
CCN(CC)S(=O)(=O)c1ccc2oc(C(=O)NCCCN3CCOCC3)c(C)c2c1	-6.8%	.
COc1ccc(/C=C(\NC(=O)c2ccccc2)C(=O)NCCC(=O)O)cc1	-2.7%	10.8
CCCCNC(=O)CC1N=C2c3ccccc3N=C(SCC(=O)Nc3cccc(C)c3)N2C1=O (configuration not stated)	-6.1%	.
O=C(COc1ccc(Cl)cc1Cl)NN=C1CCCCC1	4.1%	-6.5
COC(=O)C(O)(c1ccc(N(C)C)cc1)C(F)(F)F (configuration not stated)	-0.9%	-13.7
O=C(NNc1nc2cc3c(cc2s1)OCCO3)c1ccccc1	7.4%	18.3
CCOC(=O)C1CCN(CC(O)COc2ccc(C(C)(C)CC)cc2)CC1 (configuration not stated)	2.0%	4.5
CC1CCCCN1CCNC(=O)C1CCN(S(=O)(=O)c2cccc3cccnc23)CC1 (configuration not stated)	-3.6%	9.0
COC(=O)Nc1ccc2c(c1)N(C(=O)CCN1CCN3CCCC3C1)c1ccccc1CC2 (configuration not stated)	-6.2%	1.6
CCOc1ccc(C(=O)Nc2nncs2)cc1OCC	-1.7%	7.8
CN1C(=O)[C@@H]2[C@@H]3C[C@@H]([C@H]4ON=C(c5ccc(Cl)cc5Cl)[C@@H]34)[C@@H]2C1=O	2.5%	16.4
CC1=C(C)CC2C(=O)N(Cc3ccccc3)C(=O)C2C1 (configuration not stated)	-4.7%	.
CCC(=O)Nc1nc2ccccc2n1Cc1ccc(C)cc1	-2.9%	.
COc1cc2[nH]c(=O)n(CCC(=O)NCCCN3CCN(c4ccccc4F)CC3)c(=O)c2cc1OC	-2.3%	2.1
O=C(CN1CCOCC1)Nc1ccccc1Sc1ccccc1	1.0%	.
Cc1ccc(C(=O)NC(=S)/C=C2\N(C)c3ccccc3C2(C)C)cc1	-0.4%	3.7
COc1cc(/C=C(\C#N)C(=O)Nc2cccnc2)ccc1OC(C)C	-1.0%	13.7
Cc1ccccc1NC(=O)NCCCN1CCN(c2ccccc2)CC1	-6.3%	3.0
O=C(c1cn(-c2ccccc2)nc1-c1cccs1)N1CCN(c2ccc(F)cc2)CC1	-2.2%	5.4
COC(=O)c1c(NC(=O)c2ccc(C)c(S(=O)(=O)Nc3ccccc3C)c2)sc2c1CCCC2	4.5%	.
COc1ccc(CNC(=O)C/C(C)=N/NC(=O)C23CC4CC(CC(C4)C2)C3)cc1	2.4%	6.9
C=CCC(CC)C(=O)NC(=O)N1CCCc2ccccc21 (configuration not stated)	.	10.8
Cn1c(=O)oc2cc(S(=O)(=O)N3CCc4ccccc4C3)ccc21	0.6%	3.3
CCCCC1=CC2=C(c3ccco3)C(=O)C(C)(OC(=O)c3ccc(OC)cc3)C(=O)C2=CN1CCCN(CC)CC (configuration not stated)	2.8%	.
O=c1[nH]nc(SCCS(=O)(=O)c2ccc(F)cc2)n1-c1ccc2c(c1)OCCO2	-1.8%	9.7
COc1cc(C)c(S(=O)(=O)N2CCCC2)cc1C(C)C	1.3%	.
CCN(CC)CCN(Cc1cc2cc3c(cc2[nH]c1=O)OCCO3)C(=S)NCC1CCCO1 (configuration not stated)	0.0%	8.8
COC(=O)c1ccc(NC(=S)NC2c3ccccc3CC2O)cc1 (configuration not stated)	-6.5%	7.2
Cc1ccc(NC(=O)CNc2ccc(OC(C)C)cc2)cc1	4.1%	-10.4
Cc1nc2ccccn2c1-c1ccnc(SCc2ccc(Cl)cc2)n1	-5.7%	-6.9
CCCSC1=C(C#N)C(c2ccccc2C)CC(=O)N1 (configuration not stated)	1.8%	.
O=C(CN1C(=O)C2C3CCC(C3)C2C1=O)Oc1ccc2ccccc2c1 (configuration not stated)	5.3%	-9.0
O=[N+]([O-])c1ccc2c(c1)OCCOCCOCCOCCOCCOCCO2	5.5%	5.5
COc1cc(OC)nc(Oc2ccccc2C(=O)Oc2ccc(F)cc2Cl)n1	-3.5%	8.2
O=S(=O)(c1ccc(F)cc1)N1CC=C(c2ccccc2)CC1	-0.9%	-12.6
Continued.
SMILES	M. tuberculosis GlmU	RmlCD inh 1536
CC(C)(C)n1nc2c(c1NC(=O)Cc1cccs1)CSC2	2.8%	.
Cc1cccc(N2CCN(C(=O)/C=C/c3cccs3)CC2)c1C	3.0%	-8.4
Cn1cc(CN2CCN(c3ncccn3)CC2)c(-c2cccc(Cl)c2)n1	-0.1%	12.3
COc1ccc(NC(=O)c2ccccc2C)c(OC)c1	-1.0%	.
Cc1cccc(-c2noc(CCCC(=O)N3CCOCC3)n2)c1	4.1%	.
CC(C)OC(=O)CSc1ncnc2c1cnn2Cc1ccccc1	-3.4%	2.9
COC(=O)COc1ccc(S(=O)(=O)N2CCN(c3ccccc3)CC2)cc1	6.8%	-17.1
O=C1c2ccccc2S(=O)(=O)c2cc(C(=O)N3CCN(c4c(Cl)cncc4Cl)CC3)ccc21	-8.5%	.
O=C(O)c1cc(N/N=C/c2ccc(OCc3ccccc3)cc2)ccc1Cl	8.7%	-9.4
Cc1nc(N2CCOCC2)nc(N2CCCC2)c1[N+](=O)[O-]	6.6%	6.5
Cc1cc(NC(=O)c2ccc3nc(-c4ccccc4)c(-c4ccccc4)nc3c2)no1	1.8%	.
COc1ccc(-c2csc(N3CCC(c4ccccc4)C3)n2)cc1 (configuration not stated)	4.3%	-0.9
Nc1nc(CCl)nc(Nc2cccc3ccccc23)n1	-5.9%	.
COc1ccc(-c2cc(C(=O)Nc3nc4c(C)cccc4s3)c3ccccc3n2)cc1OC	2.4%	4.7
O=C(Nc1ccc(Oc2ncnc3cc(Cl)ccc23)nc1)c1ccc(F)cc1	-4.5%	0.1

Structures above with fluorine, in the order listed:
SMILES	M. tuberculosis GlmU	RmlCD inh 1536
O=C(CCN1CCN(c2ccccc2)CC1)N/N=C/c1ccccc1OC(F)F	-10.5%	10.1
Fc1ccccc1C(c1nnnn1Cc1ccc2c(c1)OCO2)N1CCN(Cc2ccccc2)CC1 (configuration not stated)	-3.3%	-3.8
CCOC(=O)N1CCC(NC(=O)c2cc(C(=O)Nc3cccc(C(F)(F)F)c3)ccc2CO)CC1	4.9%	-13.8
COC(=O)C(O)(c1ccc(N(C)C)cc1)C(F)(F)F (configuration not stated)	-0.9%	-13.7
COc1cc2[nH]c(=O)n(CCC(=O)NCCCN3CCN(c4ccccc4F)CC3)c(=O)c2cc1OC	-2.3%	2.1
O=C(c1cn(-c2ccccc2)nc1-c1cccs1)N1CCN(c2ccc(F)cc2)CC1	-2.2%	5.4
O=c1[nH]nc(SCCS(=O)(=O)c2ccc(F)cc2)n1-c1ccc2c(c1)OCCO2	-1.8%	9.7
COc1cc(OC)nc(Oc2ccccc2C(=O)Oc2ccc(F)cc2Cl)n1	-3.5%	8.2
O=S(=O)(c1ccc(F)cc1)N1CC=C(c2ccccc2)CC1	-0.9%	-12.6
O=C(Nc1ccc(Oc2ncnc3cc(Cl)ccc23)nc1)c1ccc(F)cc1	-4.5%	0.1

Other compounds follow.
SMILES	M. tuberculosis GlmU	RmlCD inh 1536
C/C(Cn1nnc2ccccc21)=N\OC(=O)c1cc(F)c(F)cc1Cl	-2.5%	-4.7
CCOC(=O)C1(Cc2ccccc2Cl)CCN(S(=O)(=O)N(C)C)CC1	-0.2%	3.4
O=C(CN(Cc1ccco1)C(=O)c1cc(=O)[nH]c2ccccc12)Nc1ccccc1Br	1.0%	17.5
O=C(Nc1cccc(Cl)c1)c1cc(F)cc2c1OCOC2	-3.9%	.
Cc1noc(C)c1C(=O)N1CCN(Cc2ccccc2)CC1	3.0%	9.8
COC(=O)c1c(N2C(=O)[C@H]3[C@@H](C2=O)[C@]2(C(=O)Nc4c(C)cccc42)N2CCC[C@@H]32)sc(C)c1C	-1.3%	-10.3
CCOC(=O)C(C)Sc1ncnc2c1nnn2-c1ccc(F)cc1 (configuration not stated)	-1.3%	.
O=c1[nH]nc(SCc2ccccc2Cl)n1-c1ccc2c(c1)OCCO2	0.9%	16.5
CC(=O)Nc1ccc2sccc2c1	-1.2%	-9.3
Cc1cc(C(=O)COC(=O)Cn2cnc3c2c(=O)n(C)c(=O)n3C)c(C)n1C	-0.5%	5.0
O=C(CSc1nc(O)cc(=O)[nH]1)N1c2ccccc2Sc2ccccc21	1.7%	20.7
O=C(CCCn1c(=S)[nH]c2ccccc2c1=O)N1CCCCC1	6.8%	.
O=C(O)CP(=O)(O)O	0.4%	.
O=C(Cc1ccc(Cl)cc1)Nc1ccccc1CO	-4.5%	-5.0
CCOC(=O)C1=C(O)C(=O)N(c2ccc(S(N)(=O)=O)cc2)C1c1cccc([N+](=O)[O-])c1 (configuration not stated)	.	1.3
O=C(Cc1ncc(C(F)(F)F)cc1Cl)N1CCN(c2ccc(F)cc2)CC1	7.1%	3.9
CCOC(=O)N1CCN(CCC(=O)Nc2ccc(OC(F)(F)F)cc2)CC1	1.2%	-5.3
CC(=O)c1cc2c(cc1NC(=O)CSc1nnc(C)s1)OCO2	0.3%	4.4
CC1(C)CC(=O)C(N=Nc2cccnc2)=C(O)C1	0.5%	.
Fc1ccc(-c2nc3nc4ccccc4nc3n2Cc2ccco2)cc1	1.0%	17.1
Cn1c(O)c(/C=C2/C=CC=N2)c(=O)[nH]c1=O	0.5%	.
c1ccc2c(CCNc3ncnc4nc[nH]c34)cccc2c1	-1.0%	.
COc1ccc(C2CC(c3ccccc3)=NN2C(=O)c2cccs2)cc1 (configuration not stated)	0.6%	13.5
O=C(CNC(=O)Cc1ccccc1)NCC(=O)OCC(=O)c1ccc(Cl)cc1	-1.7%	2.6
Cc1ccc2nsnc2c1NC(=O)Cc1ccc(Cl)cc1	-2.6%	-9.2
CCNC(=O)C1CCN(S(=O)(=O)c2ccc(F)cc2)CC1	-3.0%	48.1
Nc1c(C(=O)N/N=C/c2ccc(Cl)cc2)cnn1-c1ccccc1	-0.3%	-2.7
COc1ccc(CCNC(=O)COC(=O)COc2ccc(C#N)cc2)cc1	-2.6%	-7.6
CCOC(=O)c1c(-c2ccccc2)oc2ccc(O)c(CN3CCN(C)CC3)c12	-6.4%	.
O=C(O[C@@H]1OC2COC(=O)c3cc(O)c(O)c(O)c3-c3c(cc(O)c(O)c3O)C(=O)O[C@@H]([C@H]1O)[C@@H]2O)c1cc(O)c(O)c(O)c1	30.4%	.
O=C(CCCCCN1C(=O)c2ccccc2C1=O)Nc1ccc(S(=O)(=O)N2CCCCC2)cc1	4.0%	12.0
CSc1nc2ccccc2cc1/C=C(\C#N)c1cccc(Cl)c1	-0.4%	.
CCCCN(C)C(=O)c1ccc(CS(=O)(=O)c2ccccc2C)o1	0.1%	-0.8
C/C(CCc1ccccc1)=N/NC(=O)C(=O)NC(C)c1ccccc1 (configuration not stated)	7.2%	2.1
OC(COc1ccccc1)Cn1c2ccccc2c2ccccc21 (configuration not stated)	-4.3%	.
COc1cccc(NC(=O)Cn2nnc(C(=O)Nc3ccccc3)c2N)c1	11.0%	.
CCOc1ccc(C2=Cc3cc(OC)c(OC)cc3C(=C(Cl)Cl)O2)cc1	2.3%	.
CCSc1nnc(NC(NC(C)=O)(C(F)(F)F)C(F)(F)F)s1	2.7%	.
